# Screens from PubChem BioAssay.
# HT1080-NT tox = kills 2HG-producing HT-1080-NT fibrosarcoma cells; HT-1080-NT fibrosarcoma viability, CellTiter-Glo ATP luminescence, 48 h; 360,000 compounds, 1.6% hits; Potency, µM (doses to about 46.1 µM), without a hit: at the top dose activity, negative = less viability, usual class: cytotoxic; AID 686970;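 also: NT is the 2HG producing partner of a matched IDH1 knockdown line; potency is read from the fitted curve at half-maximal effect; 0% = DMSO-treated cells and -100% = media-only wells without cells; nearly all actives have a fitted effect of over 55% in size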
#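 HT-1080-NT; 750 cells/well; 5% FBS RPMI; 48 h compound, 37 degrees C; CellTiter-Glo luminescence; curve fitting and curve-class assignment.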
# KB-3-1 tox = kills parental KB-3-1 adenocarcinoma cells; Potency, µM (titrated, usually from 46.1 µM), without a hit: at the highest dose activity change, negative = cytotoxic, actives largely listed as cytotoxic; 400,000 compounds, 1.4% hits; KB-3-1 viability, CellTiter-Glo ATP luminescence, 72 h; also: potency is read from the fitted curve at half-maximal effect; % is scaled to controls: 0 for no effect and ±100 for the full control effect; nearly all actives have a fitted effect of over 60% in size
#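 Using CellTiter-Glo luminescence, growth of non-resistant KB-3-1 adenocarcinoma cells is assessed 72 h after pin-tool compound addition at 37 °C. Normalized responses across the concentration series yield fitted curves.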
# KB-V1 cytotox = kills drug-selected multidrug resistant KB-V1 cells; KB-V1 MDR cells viability, CellTiter-Glo, 72 h; Potency, µM (top dose mostly 46.1 µM), inactives show at the top dose activity change, negative = cytotoxicity, usual class: cytotoxic; 400,000 compounds, 3.4% hits; also: potency is read from the fitted curve at half-maximal effect; % is scaled to controls: 0 for no effect and ±100 for the full control effect; nearly all actives have a fitted effect of over 60% in size
#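 KB-V1 MDR subline cells in DMEM (phenol-red free, 10% FBS) exposed to compounds in qHTS concentration series for 72 h at 37 degrees C. Viability read by CellTiter-Glo luminescence; concentration-effect curves fitted after normalization and correction.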
# MCF10A rereplic = DNA re-replication induction in MCF 10a cells; MCF 10A DNA re-replication, Hoechst nuclear intensity, 48 h; Potency, µM (highest dose often 46.1 µM), inactives show at the highest dose activity, positive = re-replication, hits mostly activators; 350,000 compounds, 2.9% hits; also: potency is read from the fitted curve at half-maximal effect; % of control where 0% means no effect; nearly all actives have a fitted effect of over 50% in size
# ATXN2 expr inh = ATXN2 expression inhibition. AID 1745845. HEK-293 ATXN2-luciferase reporter, luminescence, 24 h. Potency, µM (top dose mostly 57 µM), for inactives: at the top dose activity change, negative = inhibition, actives largely listed as inhibitors. 360,000 compounds, 0.72% hits; also: potency is read from the fitted curve at half-maximal effect; % is scaled to controls: 0 for no effect and ±100 for the full control effect; nearly all actives have a fitted effect of over 55% in size
#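 ATXN2-luciferase reporter cells (luciferase flanked by upstream and downstream ATXN2 gene portions) were treated 24 h at 37 °C with compounds at up to 57 uM. SteadyGlo luminescence gave expression; GF-AFC fluorescence gave viability.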
# HT1080 IDH1KD tx = toxicity to HT-1080 IDH1 knockdown cells (counter line); HT-1080 IDH1 knockdown viability, ATP luminescence, 48 h; Potency, µM (titrated, usually from 46.1 µM), for the others: at the highest dose activity, negative = toxicity, usual class: cytotoxic; 360,000 compounds, 2% hits; AID 686971;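 also: potency is read from the fitted curve at half-maximal effect; 0% = DMSO wells and -100% = cell-free medium wells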
#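 Assay cells: HT-1080 with IDH1 knockdown, 750 per well, RPMI/5% FBS. Exposure: 48 h at 37 °C following 2 h pre-incubation. Read: CellTiter-Glo luminescence; fitted concentration-response, curve class assigned.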
# WRN helicase inh = inhibitors of human WRN helicase. WRN helicase unwinding, fluorescent forked duplex, kinetic. Potency, µM (series often up to 114 µM), without a hit: top-dose activity change, negative = inhibition, usual class: inhibitors. 360,000 compounds, 0.46% hits. AID 651768; also: potency is read from the fitted curve at half-maximal effect; % is scaled to controls: 0 for no effect and ±100 for the full control effect; nearly all actives have a fitted effect of over 55% in size
# Target sequence (Q14191 whole entry, looked up): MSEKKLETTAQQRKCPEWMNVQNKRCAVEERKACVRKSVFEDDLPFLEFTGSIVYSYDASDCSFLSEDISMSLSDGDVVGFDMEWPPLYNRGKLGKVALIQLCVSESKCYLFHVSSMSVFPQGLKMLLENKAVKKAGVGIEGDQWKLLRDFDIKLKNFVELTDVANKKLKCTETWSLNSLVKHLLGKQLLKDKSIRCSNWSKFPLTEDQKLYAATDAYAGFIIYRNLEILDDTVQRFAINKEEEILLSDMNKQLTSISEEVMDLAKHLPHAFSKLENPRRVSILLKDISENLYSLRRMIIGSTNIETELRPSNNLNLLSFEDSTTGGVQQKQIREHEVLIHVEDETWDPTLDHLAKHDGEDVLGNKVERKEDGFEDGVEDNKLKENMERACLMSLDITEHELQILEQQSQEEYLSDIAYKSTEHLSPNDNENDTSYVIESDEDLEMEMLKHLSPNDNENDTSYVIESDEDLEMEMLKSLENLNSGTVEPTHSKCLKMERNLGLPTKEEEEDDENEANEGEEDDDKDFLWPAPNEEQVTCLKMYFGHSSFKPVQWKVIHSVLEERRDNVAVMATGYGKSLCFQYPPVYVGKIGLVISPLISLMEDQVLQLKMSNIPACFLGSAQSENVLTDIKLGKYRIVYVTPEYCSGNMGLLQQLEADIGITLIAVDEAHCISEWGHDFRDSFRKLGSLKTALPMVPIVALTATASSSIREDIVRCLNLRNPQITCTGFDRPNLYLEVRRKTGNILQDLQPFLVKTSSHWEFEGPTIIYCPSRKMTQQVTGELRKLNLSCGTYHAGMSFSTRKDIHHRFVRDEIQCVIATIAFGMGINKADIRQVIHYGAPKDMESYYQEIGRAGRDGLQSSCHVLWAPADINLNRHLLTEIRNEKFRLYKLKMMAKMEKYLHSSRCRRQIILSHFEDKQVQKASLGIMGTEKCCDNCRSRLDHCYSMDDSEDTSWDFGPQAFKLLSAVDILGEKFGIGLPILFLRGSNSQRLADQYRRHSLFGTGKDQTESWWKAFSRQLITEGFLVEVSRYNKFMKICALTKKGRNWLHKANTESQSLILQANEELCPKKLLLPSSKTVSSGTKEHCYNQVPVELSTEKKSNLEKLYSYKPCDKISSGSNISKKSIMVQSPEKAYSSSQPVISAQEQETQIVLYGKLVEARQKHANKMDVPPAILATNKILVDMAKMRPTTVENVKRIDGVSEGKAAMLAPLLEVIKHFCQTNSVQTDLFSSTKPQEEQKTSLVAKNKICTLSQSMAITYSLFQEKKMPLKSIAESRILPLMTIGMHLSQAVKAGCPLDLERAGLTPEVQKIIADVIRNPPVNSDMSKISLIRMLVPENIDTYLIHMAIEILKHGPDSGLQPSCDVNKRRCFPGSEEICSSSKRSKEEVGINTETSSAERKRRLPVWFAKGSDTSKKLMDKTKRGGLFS
#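 Screening of the MLSMR collection measured strand separation of a quenched forked DNA duplex (100 nM) by 20 nM WRN with 2 mM ATP, all final. Compounds were preincubated with enzyme 15 min at room temperature.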
# IL-1B inflam inh = inflammasome signaling inhibition, IL-1 beta readout. THP-1 LPS/ATP IL-1B secretion, AlphaLISA, 16 h; stronger effect = lower value. activity change, % at 57.5 µM. 360,000 compounds, 4.7% hits. AID 743279; in the data active = activity change below about -50%; inconclusive = mostly about -30% to -49%; also: % is scaled to controls: 0 for no effect and ±100 for the full control effect
#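 Secreted IL-1B measured by AlphaLISA bead assay after 16 h compound exposure of THP-1 cells; compounds (final up to 57.5 uM) added 1 h before LPS (250 ng/mL) and ATP (1.25 mM) stimulation; lower signal means less secretion.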
# SW480 rerep = DNA re-replication induction in SW480 cells | SW480 DNA re-replication, Hoechst DNA content imaging, 48 h | Potency, µM (top dose mostly 46.1 µM), for inactives: top-dose re-replication activation, most hits filed as activators | 340,000 compounds, 1.8% hits; also: potency is read from the fitted curve at half-maximal effect; % of control where 0% means no effect; nearly all actives have a fitted effect of over 55% in size
#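 First, 250 cells per well were seeded. Next, compound or vehicle (23 nL) was pinned in, plates sat 48 hr at 37 C. Finally Hoechst was added for 40 min before fluorescence scanning.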
# * marks the source's active call; other numbers are inactive results; i = inactive; ? = inconclusive; . = not tested or not shown; & = joins results of further samples; [ ] = remark or other dose. Unless noted, calls follow the shape of the dose curve; as a rule, active = well fitted curve in the direction sought with a large enough effect; inconclusive = small, poorly fitted or top-dose-only effect, or another doubt; inactive = no such curve, though single readings can be large; an effect the other way counts as inactive or inconclusive.
mol	IL-1B inflam inh	HT1080 IDH1KD tx	ATXN2 expr inh	MCF10A rereplic	SW480 rerep	KB-3-1 tox	KB-V1 cytotox	HT1080-NT tox	WRN helicase inh
O=C(CN1C(=O)CCS(=O)(=O)c2ccccc21)Nc1cccc(F)c1	-2.0	1.5%	4.5%	-1.5%	-3.0%	-10.2%	-17.6%	-2.1%	2.4%
CCc1ccc(NC(=O)CSc2nc3ccccc3c(=O)n2CCCN2CCC(C)CC2)cc1	-99.9*	20.6µM*	-33.8%	?	8.5%	?	?	?	-2.4%
Cc1ccc(S(=O)(=O)N(C)C)cc1NC(=O)CN1C(=O)NC2(CCCc3ccccc32)C1=O (stereo unspecified)	1.9	20.4%	-9.3%	?	-78.9%[inhibitor]	-17.9%	?	-2.7%	6.8%
COc1cc(C(=O)NC(CCSC)C(=O)OCC(=O)C(C)(C)C)cc(OC)c1OC (stereo unspecified)	54.2	-4.1%	.	13.4%	-0.2%	20.9%	-1.0%	?	-1.2%
O=C(Oc1cccnc1)c1ccco1	29.5	1.6%	-0.5%	3.7%	-4.3%	2.6%	14.7%	6.2%	13.3%
Cc1oc(-c2ccccc2F)nc1CSCC(=O)NC1CCCC1	-1.2	-9.3%	-16.7%	7.9%	2.2%	-9.2%	?	-5.6%	3.6%
CCO[C@@H]1OC(C(=O)NCc2ccccc2)=C[C@H](c2ccc(C(F)(F)F)cc2)[C@H]1CCCO	-57.1*	?	?	2.91µM*	?	0.0%	16.5%	-27.8%	-9.2%
CCOc1ccc(S(=O)(=O)N(CC)CC(=O)NCc2cccnc2)cc1	21.7	8.2%	2.5%	-31.5%[inhibitor]	3.1%	-2.0%	-1.5%	20.0%	-4.4%[57.1 µM]
O=C(c1ccc(OC2CCN(Cc3ccc(C(F)(F)F)cc3)CC2)cc1)N1CCCCC1	4.0	16.4%	-15.9%	?	-2.5%	-29.9%	-5.8%	13.3%	-3.2%
CCOc1ccc(-c2[nH]ncc2-c2csc(C)n2)c(O)c1	6.2	-11.3%	-2.8%	-15.3%	-7.5%	5.9%	-0.8%	0.2%	7.4%
CN(C1CC(C)(C)N(O)C(C)(C)C1)S(=O)(=O)CC12CCC(CC1=O)C2(C)C (stereo unspecified)	22.4	4.3%	-12.2%	4.5%	-1.9%	17.1%	-24.0%	-1.4%	0.2%
CC(=O)NCCc1ccc(C(=O)COC(=O)c2ccco2)cc1	13.6	0.0%	33.9%	-6.4%	-16.1%	.	.	12.3%	-20.9%
c1ccc(CN2CCN(CCN3CCn4c3nc3ccccc34)CC2)cc1	-18.4	-0.7%	-7.9%	?	6.4%	2.7%	-7.0%	-4.9%	0.5%
COc1ccc(-c2nnc(SCC(=O)NC3CC3)o2)cc1	17.3	5.4%	.	-1.2%	-13.5%	-3.9%	0.0%	-1.4%	3.5%
CC(=O)N(C)c1ccc(NC(=O)CCN2C(=O)c3ccccc3C2=O)cc1	15.6	5.6%	7.7%	-5.6%	4.2%	8.8%	?	4.4%	3.9%
Cc1ccc(C(=O)N/N=C/c2cc(Br)ccc2O)cn1	184.8	?	2µM*	2.8%	1.7%	?	-4.2%	?	-5.2%
O=[N+]([O-])c1cc(Oc2cccnc2)cc([N+](=O)[O-])c1	83.1	0.2%	-17.3%	0.4%	-2.5%	-5.4%	0.7%	-2.1%	1.3%
Cc1ccccc1C(=O)N1CCC(n2nccc2NC(=O)C2CC2)CC1	1.3	-1.5%	9.1%	9.9%	-0.5%	.	.	-2.1%	-25.3%
CC(=O)N[C@@H](CC(=O)N[C@H](CCC(=O)O)C(=O)O)C(=O)O	12.2	-0.2%	5.1%	-0.1%	-39.4%[inhibitor]	0.0%	2.6%	16.3%	1.6%
O=C(Nc1ccc2c(c1)OCO2)C1CCCN(c2nc3ccccc3s2)C1 (stereo unspecified)	-7.6	?	-0.8%	?	0.3%	?	-10.4%	2.8%	3.9%
O=C1NC2(CCCCC2)C(=O)N1c1ccccc1	-15.4	3.9%	-10.8%	-5.5%	-2.0%	-2.8%	0.6%	10.6%	8.0%
O=[N+]([O-])c1ccc(Oc2cc(NC3CCCCCCC3)c([N+](=O)[O-])cc2[N+](=O)[O-])cc1	-11.7	10.1%	-0.7%	21.2%	-2.4%	-5.5%	-4.9%	1.8%	-2.8%
O=C(CCN1C(=O)c2cccc3cccc(c23)C1=O)N1CCN(c2ccccc2F)CC1	12.4	20.4%	-7.0%	-1.1%	-4.1%	-0.1%	-14.9%	11.5%	-0.6%
CCCCn1c(CCC(=O)O)ccc1-c1cccs1	10.1	-4.2%	4.0%	3.6%	4.6%	22.2%	?	-2.7%	-13.3%

# Single records, from the list above.
# Profile of O=[N+]([O-])c1ccc(Oc2cc(NC3CCCCCCC3)c([N+](=O)[O-])cc2[N+](=O)[O-])cc1 = IL-1B inflam inh = -11.7; HT1080 IDH1KD tx = 10.1%; ATXN2 expr inh = -0.7%; MCF10A rereplic = 21.2%; SW480 rerep = -2.4%; KB-3-1 tox = -5.5%; KB-V1 cytotox = -4.9%; HT1080-NT tox = 1.8%; WRN helicase inh = -2.8%
# Profile of O=C1NC2(CCCCC2)C(=O)N1c1ccccc1 = IL-1B inflam inh = -15.4; HT1080 IDH1KD tx = 3.9%; ATXN2 expr inh = -10.8%; MCF10A rereplic = -5.5%; SW480 rerep = -2.0%; KB-3-1 tox = -2.8%; KB-V1 cytotox = 0.6%; HT1080-NT tox = 10.6%; WRN helicase inh = 8.0%

# Continuation.
mol	IL-1B inflam inh	HT1080 IDH1KD tx	ATXN2 expr inh	MCF10A rereplic	SW480 rerep	KB-3-1 tox	KB-V1 cytotox	HT1080-NT tox	WRN helicase inh
Cc1ccccc1CSc1nnc([C@@H]2CCCN2)o1	22.4	-5.8%	-21.9%	1.0%	1.6%	-13.0%	-15.4%	-4.2%	-20.0%
CCc1ccc(NC(=O)/C(C#N)=C/c2cc3ccc(C)cc3nc2N2CCOCC2)cc1	-0.4	-12.9%	-31.2%	8.2µM*	-3.2%	3.4%	-6.7%	-10.7%	-20.0%
O=C(Nc1ccc2ccccc2n1)Nc1cccs1	-2.0	-7.9%	7.4%	-2.6%	3.2%	-13.9%	-1.7%	-17.5%	1.0%
CN(c1ccccc1)S(=O)(=O)c1ccc(C(=O)N2CCc3ccccc3C2)cc1	19.2	-6.3%	.	2.8%	7.3%	-20.1%	-4.4%	-6.6%	-8.7%
c1ccc(N=Nc2ccc(C3=NCCO3)cc2)cc1	-1.4	24.1%	.	.	.	-14.4%	-10.5%	10.7%	7.7%
COCCC(=O)N1CCC(Oc2ccc(C(=O)N(C)Cc3cc(C)no3)cc2)CC1	i	16.0%	1.0%	1.4%	-29.0%	-12.5%	-5.8%	13.3%	-8.6%
O=C(CSc1nnc(NCc2ccccc2)s1)NC1CCS(=O)(=O)C1 (stereo unspecified)	-6.3	1.0%	-6.4%	-2.8%	4.9%	21.0%	2.2%	5.8%	1.0%
CN(Cc1ccccc1)C(=O)c1cccnc1	-6.2	12.3%	-15.0%	2.6%	-9.1%	0.0%	-14.7%	13.1%	1.4%
Cc1ccc(SC(C)C(=O)Nc2ncn[nH]2)cc1 (stereo unspecified)	-0.1	12.6%	6.3%	-1.1%	-2.8%	16.8%	7.8%	18.9%	-2.4%
CCCn1c(SCC(=O)N2CCN(c3ccc(OC)cc3)CC2)nc2c1c(=O)n(C)c(=O)n2C	57.1	-10.0%	-7.9%	?	-2.6%	1.7%	?	-0.3%	-3.2%
O=C(O)c1ccc(Nc2nc3c(s2)CCCC3)cc1	15.4	-2.6%	?	21.4%	-13.0%	13.2%	28.9%	-10.7%	-8.2%
CCOc1ccc(CN(C)Cc2cc(=O)oc3c(C)c(C)ccc23)cc1OC	27.2	?	?	1.0%	-7.7%	?	0.0%	?	-1.9%
Cc1cccc(OCCNc2ccc(C(F)(F)F)cc2[N+](=O)[O-])c1	-12.8	22.6%	36.2%[activator]	4.1%	-14.7%	11.2%	-6.1%	25.8%	-7.5%
Cc1cccc(NC(=S)NC2CC3CCCC(C2)N3Cc2cccs2)c1 (stereo unspecified)	-78.1*	?	-24.6%	8.7%	22.0%	-6.0%	0.0%	?	-16.0%
CSCCC(NC(=O)C1CCC(C)CC1)C(=O)NCCN1CCOCC1 (stereo unspecified)	4.6	0.5%	-1.8%	-0.5%	-9.6%	2.0%	3.9%	6.3%	12.8%
c1ccc(COc2cccc(-c3cc4nc(NCc5cccs5)ccn4n3)c2)cc1	27.8	7.31µM*	-4.6%	.	.	?	?	?	-2.0%
CCOc1ccc(NC(=O)CN(C)C(=O)C2CC(=O)N(Cc3ccco3)C2)cc1OCC (stereo unspecified)	4.5	0.5%	.	7.0%	-10.9%	-6.1%	14.5%	0.9%	-7.9%
Cn1nc(C(=O)N2CCN(c3ccc(Cl)cc3)CC2)c2c1-c1ccccc1S(=O)(=O)C2	-57.8*	-15.0%	?	14.6%	-4.9%	?	0.0%&-5.9%	-1.5%	-4.8%
O=C1C(O)CCN1Cc1ccccc1 (stereo unspecified)	-14.3	25.8%	-10.3%	-1.2%	-6.1%	3.9%	7.8%	22.7%	7.8%
CC(C)c1ccc(S(=O)(=O)c2cc3cc(Br)ccc3oc2=O)cc1	8.1	13µM*	20µM*	8.2µM*	0.0%	?	?	13µM*	-4.6%
COC[C@H]1CCCN1c1ccc2c(c1)O[C@@H](COCc1ccccc1)CN([C@H](C)c1ccccc1)S2(=O)=O	-8.9	-3.7%	2.9%	.	.	-3.5%	-31.7%	-7.1%	1.9%
CCn1c(SCC(=O)N2CCc3ccccc32)nnc1-c1c[nH]c2ccccc12	-12.0	-0.7%	-17.1%	8.7%	3.5%	?	?	-3.6%	-1.5%
CN1CCN(Cc2c(O)ccc3occ(C(=O)c4ccccc4)c23)CC1	-1.1	8.9%	-8.6%	5.6%	-0.2%	-4.3%	-23.2%	9.3%	-1.8%
